PAFAH2 inh: inhibitors of human PAFAH2; Q99487; recombinant PAFAH2, FP-rhodamine activity probe, fluorescence polarization; inhibition, % at 3.39 µM; 340,000 tested, 0.99% active; AID 492956;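 active = inhibition above the mean over all tested compounds plus 3 SD, cut at about 30% in these data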;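 also: inhibitors block probe labeling of enzyme so polarization drops; 0% = enzyme with DMSO and 100% = wells lacking PAFAH2 protein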
procasp3 activ: procaspase-3 (human) activation; P42574; recombinant procaspase-3 D3A, Ac-DEVD-pNA absorbance 405 nm; activation, % at 8.5 µM; 330,000 tested, 0.11% active;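 active = activation above the mean of all tested compounds plus 3 SD, cut at about 21% in these data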;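 also: 0% = DMSO alone and 100% = DMSO wells spiked with extra 5 µM PC-3 D3A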
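Assay system: Autoprocessing-dead procaspase-3 D3A mutant enzyme; also added: Ac-DEVD-pNA; doses: one concentration, 8.5 µM nominal, 0.8% DMSO; times: 1 h compound preincubation, 2 h substrate hydrolysis at 25 °C; technique: 405 nm absorbance of p-nitroaniline, reads at 0 and 120 min; measure: % activation between DMSO and enzyme-spiked controls; repeats: single replicate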
procasp7 counter: counter-screen for procaspase-3 activators: activators of human procaspase-7 | P55210 | recombinant procaspase-7, Ac-DEVD-pNA absorbance 405 nm; D23A/D198A/D206A triple mutant, cannot self-cleave; scale: DMSO 0, 5 µM enzyme 100 | activation, % at 8.5 µM | 330,000 tested, 0.093% active;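 active = percent activation above the screen-wide mean plus 3 SD, cut at about 25% in these data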
Target sequence (P55210 whole entry D23A/D198A/D206A): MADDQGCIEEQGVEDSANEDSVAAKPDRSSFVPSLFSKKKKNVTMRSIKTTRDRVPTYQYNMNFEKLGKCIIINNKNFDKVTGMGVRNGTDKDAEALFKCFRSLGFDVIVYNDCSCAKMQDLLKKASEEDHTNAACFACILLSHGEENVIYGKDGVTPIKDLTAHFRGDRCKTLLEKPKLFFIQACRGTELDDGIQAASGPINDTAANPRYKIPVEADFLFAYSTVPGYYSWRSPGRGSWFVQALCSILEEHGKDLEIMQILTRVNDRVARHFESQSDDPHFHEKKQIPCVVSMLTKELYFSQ
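Material: Procaspase-7 triple mutant (PC-7 D3A) | Quantity: 2 µM procaspase-7 mutant as dispensed | Reagent: DEVD-pNA substrate | Times: 1 h preincubation, 2 h reaction | Technique: 405 nm absorbance of p-nitroaniline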
AHR act: activators of human aryl hydrocarbon receptor; P35869; AHR-responsive luciferase reporter cells, luminescence; activation, % at 5 µM; 320,000 tested, 2.5% active; AID 2796; in the data active = activation above about 47%;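 also: 0% = vehicle wells and 100% = reference agonist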
Target sequence (P35869 whole entry, looked up): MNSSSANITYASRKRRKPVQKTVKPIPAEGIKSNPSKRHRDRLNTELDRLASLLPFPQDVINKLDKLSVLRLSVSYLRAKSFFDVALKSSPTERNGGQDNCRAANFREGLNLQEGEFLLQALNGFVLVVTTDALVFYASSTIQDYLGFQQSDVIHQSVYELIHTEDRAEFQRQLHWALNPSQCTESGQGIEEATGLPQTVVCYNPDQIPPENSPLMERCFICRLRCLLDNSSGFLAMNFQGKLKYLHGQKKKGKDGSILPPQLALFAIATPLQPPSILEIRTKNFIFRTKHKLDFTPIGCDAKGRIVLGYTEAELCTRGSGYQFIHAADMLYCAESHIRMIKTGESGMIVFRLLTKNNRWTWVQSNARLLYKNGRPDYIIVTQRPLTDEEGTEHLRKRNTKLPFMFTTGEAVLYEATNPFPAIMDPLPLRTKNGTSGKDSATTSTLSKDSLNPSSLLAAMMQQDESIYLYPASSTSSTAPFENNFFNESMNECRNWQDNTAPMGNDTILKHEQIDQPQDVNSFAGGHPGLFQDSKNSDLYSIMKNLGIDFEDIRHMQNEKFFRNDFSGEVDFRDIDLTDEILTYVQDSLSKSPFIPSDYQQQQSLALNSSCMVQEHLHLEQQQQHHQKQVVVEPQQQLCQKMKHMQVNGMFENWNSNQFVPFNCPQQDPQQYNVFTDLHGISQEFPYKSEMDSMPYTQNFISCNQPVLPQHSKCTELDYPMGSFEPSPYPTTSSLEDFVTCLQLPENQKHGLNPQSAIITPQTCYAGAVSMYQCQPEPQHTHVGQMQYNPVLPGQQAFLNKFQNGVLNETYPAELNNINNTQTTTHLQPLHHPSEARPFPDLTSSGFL
Numbers without * were called inactive; / = no result given. Only part of the results is shown, so the mix of outcomes need not match the whole.

entry	structure	procasp7 counter	AHR act	PAFAH2 inh	procasp3 activ
1	O=C1NC(Cc2ccc(O)cc2)c2nc3ccc(Br)cc3c(=O)n2-c2ccc(Cl)cc21 (stereo unspecified)	6	17	/	-1
2	Cc1ccc2nc3n(c(=O)c2c1)-c1cc(Cl)ccc1C(=O)NC3Cc1ccc(O)cc1 (stereo unspecified)	6	0	/	-9
3	COC(=O)Cc1csc(NC(=O)CSc2nncn2C)n1	7	2	/	-8
4	CC(=O)Nc1ccc(OCC(=O)Nc2ccc(Cl)c(S(=O)(=O)N3CCOCC3)c2)cc1	4	-1	/	3
5	CCOC(=O)C1CCN(C(=O)COc2ccc(C(=O)c3ccccc3)cc2)CC1	2	-1	/	1
6	CS(=O)(=O)c1ccccc1-c1csc(N2CCC(C(N)=O)CC2)n1	1	8	/	11
7	O=C1NC(Cc2ccccc2)c2nc3cc(Cl)ccc3c(=O)n2-c2cc(Cl)ccc21 (stereo unspecified)	8	12	/	5
8	O=C1NC(Cc2ccccc2)c2nc3cc(F)ccc3c(=O)n2-c2ccccc21 (stereo unspecified)	-7	3	/	3
9	CC(C)N(C(=S)Nc1ccc(S(=O)(=O)N2CCOCC2)cc1)c1ccccc1	-1	0	/	-5
10	Cc1nn(CC(=O)NCCCN2CCCC2=O)c(C)c1[N+](=O)[O-]	7	-2	/	1
11	CN(C(=O)CN1C(=O)NC2(CCc3ccccc32)C1=O)C1CCCCC1 (stereo unspecified)	7	1	/	-5
12	Cc1ccc(Oc2ccc(OCC(=O)Nc3ccncc3)cc2)cc1	-4	-7	/	-7
13	CCOC(=O)Nc1ccc(N2CCOCC2)c(S(=O)(=O)Nc2ccc(Cl)cc2)c1	9	1	/	8
14	CC1CCCC(NC(=O)CSc2n[nH]c(=O)n2Cc2ccccc2)C1C (stereo unspecified)	0	1	/	6
15	CCOc1cc(N2CCOCC2)c(OCC)cc1NC(=O)c1cnccn1	0	2	/	0
16	O=C(NC(=S)NC12CC3CC(CC(C3)C1)C2)c1ccc(F)cc1	-1	2	/	1
17	C[C@H](NC(=O)c1nc[nH]c1C(=O)NC1CCNCC1)C(=O)OCc1ccccc1	0	-2	/	0
18	O=C1NC(Cc2ccccc2)c2nc3ccc(F)cc3c(=O)n2-c2cc(Cl)ccc21 (stereo unspecified)	6	4	/	-8
19	O=C1NC(Cc2ccccc2)c2nc3ccc(F)cc3c(=O)n2-c2ccccc21 (stereo unspecified)	1	4	/	-8
20	COc1cc(Cl)c(CNC[C@H]2O[C@@H](n3cnc4c(N)ncnc43)[C@H](O)[C@@H]2O)c(Cl)c1O	5	/	3	5
21	CC[C@]12c3[nH]c4cc(CCC(=O)N(C)C)ccc4c3CCN1C(=O)[C@@H](CC(=O)NCCCN(C)C)C[C@@H]2C(=O)N1CCN(C(=O)c2ccco2)CC1	-3	/	-5	-2
22	CCOC(=O)C1=CN(Cc2ccco2)S(=O)(=O)N(C)C1c1ccc(C(F)(F)F)cc1 (stereo unspecified)	-7	/	0	6
23	C[C@@H]1C(=O)N(c2ccccc2)[C@@H]1c1ccncc1	2	/	-2	1
24	CCOC(=O)/C=C1\CC(C(=O)OCC)Oc2c(OC)cccc21 (stereo unspecified)	-8	/	0	1
25	C[C@]12c3[nH]c4cc(-c5ccco5)ccc4c3CCN1C(=O)[C@@H](CC(=O)NCCN1CCOCC1)C[C@@H]2C(=O)N1CCCCC1	2	/	-12	-6
26	CCN(CC)C(=O)[C@H]1C[C@H](CC(=O)NC(C)(C)C)C(=O)N2CCc3c([nH]c4cc(-c5ccco5)ccc34)[C@]12C	-6	/	1	-5
27	COc1ccccc1-c1sc2ccccc2c1-c1ccc(OCCN2CCCCC2)cc1	3	/	0	-6
28	CC(CNC(=O)Cn1cnc2c(NCc3ccccc3)ncnc21)c1ccccc1 (stereo unspecified)	2	/	2	6
29	C=CCOc1ccc(C[C@H](N)C(=O)NC[C@H]2O[C@@H](n3cnc4c(N)ncnc43)[C@H](O)[C@@H]2O)cc1	2	/	-5	-3
30	COc1ccc(C2/C=C\CN(S(=O)(=O)c3ccc(C)cc3)CC(=O)N2Cc2cccc(F)c2)cc1 (stereo unspecified)	12	/	2	-7
31	COc1ccccc1[C@H]1C(c2ccccc2)=NN(c2ccccc2)[C@@H]1CO	50*	/	3	25*
32	OC[C@@H]1[C@@H](c2ccccc2)C(c2ccc(F)cc2)=NN1c1ccccc1	29*	/	3	16
33	COc1cc(OC)c2c(-c3cccc(/C=C/c4ccc(F)cc4)c3)cc(=O)oc2c1	5	/	-2	-1
34	C[C@]12c3[nH]c4ccc(Cl)cc4c3CCN1C(=O)[C@@H](CC(=O)NCCCn1ccnc1)C[C@@H]2C(=O)N1CCCCC1	-12	/	7	-8
35	O=C1OCCN1C(=O)[C@H]1[C@H](c2ccc(F)cc2)C(c2cccc(Cl)c2)=NN1c1ccc(Br)cc1	15	/	-7	19
36	COc1ccc(N2C(=O)[C@H]3CCC=C[C@H]3[C@@H]2c2ccccc2Br)cc1	0	/	-1	-2
37	CCOC(=O)C1=CN(Cc2cccc(F)c2)S(=O)(=O)N(CC)C1c1ccccc1 (stereo unspecified)	-2	/	2	-3
38	CC[C@]12c3[nH]c4ccc(OC)cc4c3CCN1C(=O)C(CC(=O)NC/C=C(\C)CCC=C(C)C)C[C@@H]2C(=O)N1CCN(C(=O)C2CC2)CC1 (stereo partly specified)	3	/	0	4
39	COc1ccc2[nH]c3c(c2c1)CCN1C(=O)C(CC(=O)NCCN2CCOCC2)C[C@H](C(=O)N2CCOCC2)[C@@]31C (stereo partly specified)	6	/	-3	-2
40	Nc1ncnc2c1ncn2[C@@H]1O[C@H](CNCc2ccccc2OC2OC(CO)C(O)C(O)C2O)[C@@H](O)[C@H]1O (stereo partly specified)	-1	/	-8	5

Profiles from above. Screens in order: procasp7 counter, AHR act, PAFAH2 inh, procasp3 activ
COc1ccc(N2C(=O)[C@H]3CCC=C[C@H]3[C@@H]2c2ccccc2Br)cc1 across the screens: 0, /, -1, -2
COc1cc(OC)c2c(-c3cccc(/C=C/c4ccc(F)cc4)c3)cc(=O)oc2c1 across the screens: 5, /, -2, -1

(more compounds)
entry	structure	procasp7 counter	AHR act	PAFAH2 inh	procasp3 activ
41	CCN(Cc1ccccc1)S(=O)(=O)c1ccccc1Br	-2	/	-1	6
42	CN1C(=O)C2(CCCCC2)C1c1ccccc1 (stereo unspecified)	15	/	-1	9
43	COc1ccc2[nH]c3c(c2c1)CCN1C(=O)C(CC(=O)NC(C)(C)C)C[C@H](C(=O)N2CCCCC2)[C@@]31C (stereo partly specified)	3	/	-1	-1
44	CCN1C(=O)[C@H]2[C@H]3CN=C(SCc4ccc(C(=O)OC)cc4)N3[C@@](CC)(C(=O)OC)[C@H]2C1=O	13	/	-4	-5
45	CCOC(=O)c1ccc(-c2ccc(-c3cc(=O)oc4cc(OC)c(OC)c(OC)c34)cc2)cc1	3	/	3	1
46	CCN(CC)C(=O)[C@H]1C[C@H](CC(=O)NC/C=C(\C)CCC=C(C)C)C(=O)N2CCc3c([nH]c4cc(-c5ccco5)ccc34)[C@]12C	5	/	7	-7
47	O=C(CCNC(=O)OCC1c2ccccc2-c2ccccc21)NOCc1ccccc1	10	/	1	-6
48	O=C1CC[C@@]23CCCN2C(=O)CCCC3C1 (stereo partly specified)	9	/	2	-6
49	Cc1cccc(N=[N+]([O-])c2cccc(C)n2)n1	14	/	-1	2
50	COc1ccc(-c2noc(CCC(=O)N3CCN(c4ccccc4Br)CC3)n2)cc1	0	/	-2	-7
51	COc1cc(OC)c2c(-c3cccc(-c4ccc(CO)cc4)c3)cc(=O)oc2c1	-10	/	-5	7
52	CCN1C(=O)[C@H]2[C@H]3CN=C(SCc4ccc(C#N)cc4)N3[C@@](Cc3ccccc3)(C(=O)OC)[C@H]2C1=O	6	/	-5	-2
53	COc1cc2oc(=O)cc(-c3ccc(-c4ccc(C)cc4)cc3)c2c(OC)c1OC	-4	/	0	-1
54	CCN(CC)C(=O)[C@H]1C[C@H](CC(=O)NCc2ccco2)C(=O)N2CCc3c([nH]c4ccc(Cl)cc34)[C@]12C	-4	/	4	2
55	CN1CC(COCc2ccccc2)Oc2ccccc2S1(=O)=O (stereo unspecified)	6	/	-3	-6
56	COc1ccc2[nH]c3c(c2c1)CCN1C(=O)C(CC(=O)NCCc2ccccn2)C[C@H](C(=O)N2CCCCC2)[C@@]31CCc1ccccc1 (stereo partly specified)	6	/	5	-7
57	CCN1C(=O)[C@H]2[C@H]3CN=C(SCC4CC4)N3[C@@](CC)(C(=O)OC)[C@H]2C1=O	1	/	5	0
58	CCOC(=O)C1=CN(Cc2cccc(F)c2)S(=O)(=O)N(CC)C1c1ccc2ccccc2c1 (stereo unspecified)	8	/	3	-2
59	COc1ccc2[nH]c3c(c2c1)CCN1C(=O)C(CC(=O)NCCc2ccccn2)C[C@H](C(=O)N2CCOCC2)[C@@]31C (stereo partly specified)	7	/	7	0
60	OC[C@@H]1[C@@H](c2ccc(F)cc2)C(c2ccccc2)=NN1c1ccccc1	34*	/	5	30*
61	COC(=O)[C@@]1(Cc2ccccc2)[C@H]2C(=O)N(Cc3ccccc3)C(=O)[C@H]2[C@H]2CN=C(SC)N21	21	/	-3	1
62	CCN(CC)C(=O)[C@H]1CC(CC(=O)NCc2cccc(C(F)(F)F)c2)C(=O)N2CCc3c([nH]c4ccc(OC)cc34)[C@]12C (stereo partly specified)	-6	/	3	-2
63	Cc1ccc(S(=O)(=O)NOCc2ccccc2)cc1	1	/	3	1
64	O=C1c2ccccc2[C@@H]2C[C@H]3O[C@H]3CCN12	6	/	2	2
65	CC(C)N(C(=O)[C@H]1C[C@H](CC(=O)NCCCn2ccnc2)C(=O)N2CCc3c([nH]c4cc(-c5ccco5)ccc34)[C@]12C)C(C)C	-2	/	-7	-1
66	CC(C)=CCC/C(C)=C/CNC(=O)C[C@H]1C[C@H](C(=O)N2CCOCC2)[C@@]2(C)c3[nH]c4ccc(Cl)cc4c3CCN2C1=O	2	/	6	-2
67	CC(C)N(C(=O)[C@H]1C[C@H](CC(=O)NC(C)(C)C)C(=O)N2CCc3c([nH]c4cc(-c5ccco5)ccc34)[C@]12C)C(C)C	-2	/	-1	-12
68	COc1cc(OC)c2c(-c3cccc(-c4ccc(C(F)(F)F)cc4)c3)cc(=O)oc2c1	-1	/	-5	-3
69	COc1cc(NC(=O)Cn2cnc3c(NCc4ccccc4)ncnc32)cc(OC)c1OC	0	/	-4	-4
70	CCCCCCN1C(=O)CC(NC(=O)OCC2c3ccccc3-c3ccccc32)C/C=C\C1C(C)C (stereo unspecified)	-9	/	4	-14

Single entries from above.
COC(=O)[C@@]1(Cc2ccccc2)[C@H]2C(=O)N(Cc3ccccc3)C(=O)[C@H]2[C@H]2CN=C(SC)N21 – procasp3 activ = 1
Cc1ccc(S(=O)(=O)NOCc2ccccc2)cc1 – procasp3 activ = 1
CCCCCCN1C(=O)CC(NC(=O)OCC2c3ccccc3-c3ccccc32)C/C=C\C1C(C)C (stereo unspecified) – procasp3 activ = -14
O=C1c2ccccc2[C@@H]2C[C@H]3O[C@H]3CCN12 – PAFAH2 inh = 2
CC(C)=CCC/C(C)=C/CNC(=O)C[C@H]1C[C@H](C(=O)N2CCOCC2)[C@@]2(C)c3[nH]c4ccc(Cl)cc4c3CCN2C1=O – procasp7 counter = 2
CC(C)N(C(=O)[C@H]1C[C@H](CC(=O)NC(C)(C)C)C(=O)N2CCc3c([nH]c4cc(-c5ccco5)ccc34)[C@]12C)C(C)C – procasp7 counter = -2

New compounds follow.
entry	structure	procasp7 counter	AHR act	PAFAH2 inh	procasp3 activ
71	O=C1N[C@H]2CC=C[C@H]2N(Cc2cccs2)c2ccccc21	-13	/	9	-7
72	CCOC(=O)C1=CN(Cc2ccco2)S(=O)(=O)N(CC)C1c1ccc(F)c(Cl)c1 (stereo unspecified)	-8	/	9	0
73	O=C(NOCc1ccccc1)c1coc(-c2ccccc2)n1	6	/	-5	2
74	COc1ccc2[nH]c3c(c2c1)CCN1C(=O)C(CC(=O)NCCc2ccccn2)C[C@H](C(=O)N(C(C)C)C(C)C)[C@@]31C (stereo partly specified)	6	/	2	3
75	CCN(CC)C(=O)[C@H]1C[C@H](CC(=O)NCc2cccc(C(F)(F)F)c2)C(=O)N2CCc3c([nH]c4cc(-c5ccco5)ccc34)[C@]12C	-6	/	6	-16
76	CC(C)=CCC/C(C)=C/CNC(=O)C[C@H]1C[C@H](C(=O)N(C(C)C)C(C)C)[C@@]2(C)c3[nH]c4cc(-c5ccco5)ccc4c3CCN2C1=O	0	/	5	0
77	O=C1OCCN1C(=O)[C@H]1[C@H](c2ccccc2)C(c2ccccc2)=NN1c1ccc(Br)cc1	17	/	1	14
78	Cc1ccc(S(=O)(=O)N2C[C@@H]3[C@H]4CC[C@H](C4)[C@@H]3[C@@H](C)[C@H]2C#N)cc1	-1	/	1	-3
79	COc1ccc2sc(-c3ccccc3OC)c(-c3ccc(OCCN(C)C)cc3)c2c1	-3	/	-1	-4
80	O=C(Cn1cnc2c(NCc3ccccc3)ncnc21)NCc1ccc2c(c1)OCO2	0	/	-5	-1
81	COc1cccc(CN(C)S(=O)(=O)c2ccccc2Br)c1	4	/	-7	0
